SMN2 splice enh – qHTS Assay for Enhancers of SMN2 Splice Variant Expression. Potency, µM (highest dose often 46.1 µM), for inactives: at the highest dose activity change, positive = activation, most hits filed as activators. hit rate 2.8% among 210,000. HEK293 SMN2-luciferase splicing reporter, luminescence, 30-36 h; also: potency is read from the fitted curve at half-maximal effect; % of control where 0% means no effect; nearly all actives have a fitted effect of over 55% in size
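HEK293 cells carry an SMN2 minigene-luciferase reporter in which exon 7 inclusion puts luciferase in frame. Cells were seeded at 2000 cells/well, attached for 10-12 hours, then exposed to compounds for 30-36 hours at 37C before ONE-Glo luminescence.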
CBFb RUNX1 block – qHTS Assay for Compounds Blocking the Interaction Between CBF-beta and RUNX1 for the Treatment of Acute Myeloid Leukemia; AlphaScreen CBFb-His/RUNX1-biotin binding, biochemical; Potency, µM (top dose mostly 59.8 µM), for the others: at the highest dose activity, negative = inhibition, usual class: inhibitors; 230,000 tested, under 10 active; AID 1477, 2009; also: % of control where 0% means no effect
Target sequence (Q01196 whole entry, looked up): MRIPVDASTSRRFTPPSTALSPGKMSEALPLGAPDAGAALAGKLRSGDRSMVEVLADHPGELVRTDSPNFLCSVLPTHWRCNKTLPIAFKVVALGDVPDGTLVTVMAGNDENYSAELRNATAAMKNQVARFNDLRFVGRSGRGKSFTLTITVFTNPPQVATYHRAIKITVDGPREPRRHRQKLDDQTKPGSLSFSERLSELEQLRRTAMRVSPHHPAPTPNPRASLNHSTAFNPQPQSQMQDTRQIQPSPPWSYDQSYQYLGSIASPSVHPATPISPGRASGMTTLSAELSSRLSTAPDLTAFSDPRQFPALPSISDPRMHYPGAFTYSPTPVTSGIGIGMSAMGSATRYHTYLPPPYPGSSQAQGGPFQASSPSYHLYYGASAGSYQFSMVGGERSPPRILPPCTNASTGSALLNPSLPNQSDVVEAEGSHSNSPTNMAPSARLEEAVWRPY
Target sequence (Q13951 whole entry, looked up): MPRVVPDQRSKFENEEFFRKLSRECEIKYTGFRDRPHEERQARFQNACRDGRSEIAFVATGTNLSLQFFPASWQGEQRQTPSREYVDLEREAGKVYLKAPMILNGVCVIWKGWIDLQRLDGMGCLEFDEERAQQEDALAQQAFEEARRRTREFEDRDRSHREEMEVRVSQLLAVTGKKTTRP
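CBF-beta (His) and RUNX1 (biotin), 30 nM each; 20 min preassociation; + compound, 15 min; + beads 50 ng each (Ni, streptavidin), 90 min; RT; AlphaScreen read.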
HttQ103 aggreg – qHTS Multiplex Assay to Identify Dual Action Probes in a Cell Model of Huntington: Aggregate Formation (GFP). AID 1688, 2009. PC12 HttQ103-GFP aggregates, Acumen cytometry, 40 h. Potency, µM (titrated, usually from 46.1 µM), for inactives: top-dose activity change, negative = inhibition, hits mostly inhibitors. hit rate 1.1% among 220,000; also: potency is read from the fitted curve at half-maximal effect; % is scaled to controls: 0 for no effect and ±100 for the full control effect; nearly all actives have a fitted effect of over 60% in size
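Compounds (qHTS titration) were added to PC12 cells expressing an ecdysone-driven HTT exon 1 Q103–GFP fusion after induction with 100 nM tebufenozide. Aggregate formation was measured as GFP objects in cell lysates.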
Lamin A splicing – qHTS Assay for Modulators of Lamin A Splicing. Potency, µM (doses to about 46.1 µM), inactives show top-dose ratio change, negative = inhibition, usual class: inhibitors. HeLa LMNA splicing GFP/RFP minigene ratio, 48 h. hit rate 0.01% among 200,000; active = well fitted inhibition curve with a large enough effect in the signal ratio, with a control signal flat, not every such curve was filed as active; inconclusive = small, poorly fitted or top-dose-only effect, or effect the other way, or a change in a side signal; the % refers to the signal ratio; also: potency is read from the fitted curve at half-maximal effect; % is scaled to controls: 0 for no effect and ±100 for the full control effect
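S3 HeLa cells stably expressing lamin A-EGFP splicing minigene plus DsRed2, 600 cells/well, 48 h compound exposure at 37C. Laser-scanning cytometry; analysed as GFP (500-530 nm)/RFP (575-640 nm) total intensity ratio; 0.5% DMSO vehicle.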
HTT ATP protect – qHTS Multiplex Assay to Identify Dual Action Probes in a Cell Model of Huntington: Cytoprotection (ATP); Potency, µM (doses to about 56.4 µM), for inactives: cytoprotection (ATP increase), most hits filed as activators; AID 1471, 2008; PC12 HTT-Q103 induced, cytoprotection, ATP luminescence, 40 h; hit rate 0.14% among 230,000;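 also: potency is read from the fitted curve at half-maximal effect; % of control where 0% means no effect; nearly all actives have a fitted effect of over 45% in size; toxic huntingtin expression switched on by the ecdysone agonist tebufenozide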
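PC12 cells with ecdysone-inducible HTT exon 1 Q103-GFP, induced with 100 nM tebufenozide and co-treated with library compounds in a dose series (1536-well, 1500 cells/well). Cytoprotection read as ATP content by ATPlite luminescence.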
IMPase Li cell – qHTS Assay for Identifying the Cell-Membrane Permeable IMPase Inhibitors: Potentiation with Lithium. Potency, µM (series often up to 59.4 µM), for inactives: at the highest dose activity, negative = IMPase inhibition, actives largely listed as inhibitors. CHO-M1 cells, IP1 TR-FRET (IP-One), carbachol + lithium. AID 1457, 2008. hit rate 0.35% among 210,000;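 also: IP1 builds up when IMPase is blocked and the TR-FRET signal falls; potency is read from the fitted curve at half-maximal effect; plate controls were basal vehicle for no effect and high inhibitor control for full effect; nearly all actives have a fitted effect of over 50% in size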
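Readout is a homogeneous TR-FRET IP1 immunoassay (Ex 320, Em 665 and 620), where raised cytosolic IP1 lowers signal. Cells were CHO-M1 treated 30 min at 37C with test compounds plus a little lithium; AC50 values came from Hill-equation fitting.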
KinaseGlo FLuc – Counterscreen for Luciferase (Kinase-Glo TM) Inhibition. Kinase-Glo luciferase, ATP luminescence, 8 min. Potency, µM (doses to about 38.3 µM), for inactives: top-dose activity change, negative = inhibition, usual class: inhibitors. hit rate 0.28% among 200,000. AID 1379, 2008; also: potency is read from the fitted curve at half-maximal effect; % is scaled to controls: 0 for no effect and ±100 for the full control effect; nearly all actives have a fitted effect of over 60% in size
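Recombinant Kinase-Glo luciferase, 10 uM ATP (linear range), luciferin; imidazole pH 7.2 / KCl / MgCl2 / Tween / BSA buffer; 8 min RT; luminescence.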
Numbers without * were called inactive; ? = inconclusive; · = not tested or not shown; & = joins results of further samples; [ ] = remark or other dose. Unless noted, calls follow the shape of the dose curve; as a rule, active = well fitted curve in the direction sought with a large enough effect; inconclusive = small, poorly fitted or top-dose-only effect, or another doubt; inactive = no such curve, though single readings can be large; an effect the other way counts as inactive or inconclusive.

| mol | SMN2 splice enh | CBFb RUNX1 block | HttQ103 aggreg | Lamin A splicing | HTT ATP protect | IMPase Li cell | KinaseGlo FLuc |
| --- | --- | --- | --- | --- | --- | --- | --- |
| O=c1[nH]c(=O)n(Cc2ccc(F)cc2)c(O)c1/C=N/Nc1ccccc1 | · | -8.2% | -18.1%[9.22 µM] | · | -14.7%[10 µM] | · | · |
| O=C1OC(c2ccc(Cl)cc2)=N/C1=C\N1CC2CC(C1)c1cccc(=O)n1C2 (stereo not given) | · | 5.5% | 3.9%[9.22 µM] | · | 3.1%[10 µM] | · | · |
| Cc1ccc(-c2cc(-c3ccc(C)cc3)[n+](C)o2)cc1 | -83.8%[inhibitor] | 10.7% | 3.16µM* | ? | · | 18.7% | -2.5% |
| CCOC(=O)c1c(C)n(Cc2ccco2)c2ccc(O)cc12 | -12.6% | -26.3% | -7.1% | -1.4% | 2.0% | -17.1%[38.3 µM] | 0.5% |
| O=C(C1CCC(=O)N1C1CCCCC1)N1CCC2(CC1)OCCO2 (stereo not given) | -3.2% | 5.9% | 5.9% | -1.6% | -40.4%[inhibitor] | -3.5%[38.3 µM] | -8.4% |
| CCOc1ccc2c(c1)c(C(C)=O)c(C)n2Cc1ccco1 | · | 7.4% | 0.0%[9.22 µM] | ? | 2.6%[10 µM] | 9.4% | -1.3% |
| Cc1noc(C)c1C(=O)N1CCC2(CC1)OCCO2 | -4.7% | 7.3% | -16.1% | -4.5% | -16.6%[10 µM] | -4.0% | 5.7% |
| C=CCn1c(O)c(C(CC)=Nc2cccc(C(F)(F)F)c2)c(=O)[nH]c1=O | · | 2.7% | 6.6%[9.22 µM] | · | 22.3%[10 µM] | · | · |
| Cc1cc(C)n(C(=O)c2ccc([N+](=O)[O-])cc2[N+](=O)[O-])n1 | -38.6%[inhibitor] | -12.7% | 4.8% | 2.2% | 11.1%[10 µM] | 13.0% | -3.1% |
| CC(=O)Nc1c2sscc-2n(C)c1=O | · | ? | · | · | -333.7%[inhibitor] | 24.1% | -1.0%[39.9 µM] |
| CC(C)=O | -8.9% | 2.5%[21.7 µM] | 13.4% | ? | -21.0% | -6.9% | · |
| O=C(CF)NC(Nc1cccc2cccnc12)C(Cl)(Cl)Cl (stereo not given) | -4.0% | 5.8% | 0.3% | ? | 1.3%[10 µM] | 0.5% | -0.9% |

(next part)
Screens in order – SMN2 splice enh	CBFb RUNX1 block	HttQ103 aggreg	Lamin A splicing	HTT ATP protect	IMPase Li cell	KinaseGlo FLuc
CC(CN1CCOCC1)OC(=O)Cc1ccccc1 (stereo not given)
→ -5.8%	11.2%	4.7%	·	-2.9%	3.5%	3.4%
CCn1cc(/C=c2/sc3n(c2=O)C2c4ccccc4OC(C)(N=3)C2C(=O)OC)c(C)n1 (stereo not given)
→ 18.4%	-0.4%	-14.2%	·	?	1.3%	2.8%
COc1ccc(-c2cc(=NCCC(=O)O)c3cc(C)ccc3o2)cc1
→ ·	13.5%	-10.0%	·	-104.7%[inhibitor]	-22.1%	1.2%
c1ccc(-c2ccccc2)cc1
→ 11.3%	1.2%[21.7 µM]	·	·	27.8%	24.1%	·
CCn1ccnc1CN1CCCC(C(=O)c2cc(Cl)ccc2OC)C1 (stereo not given)
→ ·	-10.0%	3.7%[9.22 µM]	·	18.1%[10 µM]	5.5%	-2.7%
COC(=O)C1=Nc2ccccc2/C1=C\c1c(O)n(-c2cc(OC)ccc2OC)c(=O)[nH]c1=O
→ -36.2%[inhibitor]	?	-9.6%	3.0%	·	1.0%	-3.2%
COc1ccc(CC2c3cc(OC)c(OC)cc3CCN2C)cc1OC (stereo not given)
→ 3.7%	13.5%	-2.4%	?	-9.9%[10 µM]	-13.4%[38.3 µM]	3.2%&-0.4%

Sorted by length of the SMILES (rising): 12 of the compounds above
Screens in order – SMN2 splice enh	CBFb RUNX1 block	HttQ103 aggreg	Lamin A splicing	HTT ATP protect	IMPase Li cell	KinaseGlo FLuc
c1ccc(-c2ccccc2)cc1
→ 11.3%	1.2%[21.7 µM]	·	·	27.8%	24.1%	·
CC(=O)Nc1c2sscc-2n(C)c1=O
→ ·	?	·	·	-333.7%[inhibitor]	24.1%	-1.0%[39.9 µM]
Cc1noc(C)c1C(=O)N1CCC2(CC1)OCCO2
→ -4.7%	7.3%	-16.1%	-4.5%	-16.6%[10 µM]	-4.0%	5.7%
CCOc1ccc2c(c1)c(C(C)=O)c(C)n2Cc1ccco1
→ ·	7.4%	0.0%[9.22 µM]	?	2.6%[10 µM]	9.4%	-1.3%
COc1ccc(CC2c3cc(OC)c(OC)cc3CCN2C)cc1OC (stereo not given)
→ 3.7%	13.5%	-2.4%	?	-9.9%[10 µM]	-13.4%[38.3 µM]	3.2%&-0.4%
CCn1ccnc1CN1CCCC(C(=O)c2cc(Cl)ccc2OC)C1 (stereo not given)
→ ·	-10.0%	3.7%[9.22 µM]	·	18.1%[10 µM]	5.5%	-2.7%
O=C(C1CCC(=O)N1C1CCCCC1)N1CCC2(CC1)OCCO2 (stereo not given)
→ -3.2%	5.9%	5.9%	-1.6%	-40.4%[inhibitor]	-3.5%[38.3 µM]	-8.4%
COc1ccc(-c2cc(=NCCC(=O)O)c3cc(C)ccc3o2)cc1
→ ·	13.5%	-10.0%	·	-104.7%[inhibitor]	-22.1%	1.2%
C=CCn1c(O)c(C(CC)=Nc2cccc(C(F)(F)F)c2)c(=O)[nH]c1=O
→ ·	2.7%	6.6%[9.22 µM]	·	22.3%[10 µM]	·	·
Cc1cc(C)n(C(=O)c2ccc([N+](=O)[O-])cc2[N+](=O)[O-])n1
→ -38.6%[inhibitor]	-12.7%	4.8%	2.2%	11.1%[10 µM]	13.0%	-3.1%
CCn1cc(/C=c2/sc3n(c2=O)C2c4ccccc4OC(C)(N=3)C2C(=O)OC)c(C)n1 (stereo not given)
→ 18.4%	-0.4%	-14.2%	·	?	1.3%	2.8%
COC(=O)C1=Nc2ccccc2/C1=C\c1c(O)n(-c2cc(OC)ccc2OC)c(=O)[nH]c1=O
→ -36.2%[inhibitor]	?	-9.6%	3.0%	·	1.0%	-3.2%

Screening data deposited in PubChem by National Center for Advancing Translational Sciences (NCATS).

Not all compounds are listed; the hit share may differ from the screen's.
